CHRM4 PAM = positive allosteric modulators of human muscarinic M4 receptor | CHO-K1 hM4/Gqi5, Fluo-8 calcium fluorescence, ACh EC20; 0% = ACh EC20, 100% = maximal ACh | actives 0.4% (n = 360,000) | activation, % at 3 µM | P08173;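 active = activation above its plate's cutoff, the mean activation of sample wells plus 3 SD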; also: some results filed as inactive read as strong as hits
Target sequence (P08173 whole entry, looked up): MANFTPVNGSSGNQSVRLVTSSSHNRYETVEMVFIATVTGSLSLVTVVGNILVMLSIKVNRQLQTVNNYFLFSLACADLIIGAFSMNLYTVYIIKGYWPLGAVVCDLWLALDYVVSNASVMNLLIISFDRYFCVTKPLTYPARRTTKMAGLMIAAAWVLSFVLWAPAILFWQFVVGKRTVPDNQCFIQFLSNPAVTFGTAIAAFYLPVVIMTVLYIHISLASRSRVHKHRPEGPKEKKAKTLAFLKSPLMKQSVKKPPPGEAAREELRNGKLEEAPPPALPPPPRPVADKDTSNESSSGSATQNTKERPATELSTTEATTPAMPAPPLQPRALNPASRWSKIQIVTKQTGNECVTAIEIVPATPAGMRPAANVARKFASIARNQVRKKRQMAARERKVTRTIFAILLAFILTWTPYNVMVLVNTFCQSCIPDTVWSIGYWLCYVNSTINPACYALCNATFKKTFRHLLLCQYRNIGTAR
CHRM5 agonist = CHRM5 agonism in calcium assay; AID 624037; actives 0.19% (n = 360,000); P08912; activation, % at 3 µM; CHO-K1 hM5 cells, Fluo-8 calcium fluorescence; 0% DMSO wells, 100% maximal acetylcholine response;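 active = activation above the run's mean over test compounds plus 3 SD, cut at about 23% in these data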;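 also: signal is peak over basal fluorescence ratio across the kinetic read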
Target sequence (P08912 whole entry, looked up): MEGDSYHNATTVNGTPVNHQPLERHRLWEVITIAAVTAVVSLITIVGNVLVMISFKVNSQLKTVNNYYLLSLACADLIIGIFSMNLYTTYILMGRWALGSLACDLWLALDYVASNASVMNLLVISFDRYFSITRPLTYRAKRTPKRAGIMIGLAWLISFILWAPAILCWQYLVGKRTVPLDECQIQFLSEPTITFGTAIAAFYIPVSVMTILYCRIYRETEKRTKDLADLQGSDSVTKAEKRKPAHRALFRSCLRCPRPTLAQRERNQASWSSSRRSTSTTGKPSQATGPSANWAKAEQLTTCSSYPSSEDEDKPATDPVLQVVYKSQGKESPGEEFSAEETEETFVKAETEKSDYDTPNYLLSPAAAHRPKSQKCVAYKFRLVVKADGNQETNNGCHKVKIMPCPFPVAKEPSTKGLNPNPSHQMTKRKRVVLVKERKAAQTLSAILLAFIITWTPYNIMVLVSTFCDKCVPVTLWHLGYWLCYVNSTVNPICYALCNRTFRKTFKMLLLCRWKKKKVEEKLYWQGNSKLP
CHRM5 PAM = potentiates acetylcholine response at human M5 receptor | P08912 | CHO-K1 hM5, Fluo-8 calcium, ACh EC20 PAM; 0% = ACh EC20, 100% = ACh EC100 | activation, % at 3 µM | actives 0.3% (n = 360,000);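 active = activation above the run cutoff, the mean activation of all test compounds plus 3 SD, cut at about 18% in these data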
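system = human M5 receptor in CHO-K1 cells | compound = one concentration, 3 µM final (nominal) | schedule = Post-acetylcholine fluorescence recording 140 s | signal = Fluo-8 calcium dye fluorescence, kinetic read | benchmarks = low control EC20 acetylcholine (0%), high control EC100 acetylcholine (100%) | repeats = singlicate, one well per test compound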
M5 antag = antagonists of human muscarinic M5 receptor (CHRM5); actives 0.59% (n = 360,000); AID 624040; CHO-hM5 cells, Fluo-8 calcium fluorescence, ACh EC80; inhibition, % at 3 µM; P08912;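 active = inhibition above a per-plate cutoff, the mean of that plate's test compounds plus 3 SD, cut at about 27% in these data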;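 also: 0% = acetylcholine EC80 with DMSO and 100% = DMSO without agonist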
M1 PAM parental = M1 PAM counterscreen hit in parental CHO-K1 cells; ATP EC20, Fluo-8 calcium fluorescence; 0% at ATP EC20, 100% at ATP max; activation, % at 3 µM; actives 0.02% (n = 360,000);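 active = activation above the run cutoff, the mean activation of all test compounds plus 3 SD, cut at about 40% in these data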;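 also: peak over basal fluorescence ratio in a 140 s read after ATP addition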
M4 antag = antagonists of human muscarinic M4 receptor (CHRM4); CHO-hM4 cells, ACh EC80, Fluo-8 calcium fluorescence; inhibition, % at 3 µM; actives 0.73% (n = 360,000);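 active = inhibition above its plate's cutoff, the mean inhibition of sample wells plus 3 SD, cut at about 27% in these data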;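 also: 0% = acetylcholine EC80 with DMSO and 100% = DMSO without agonist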
CHO-K1 Ca antag = counter-screen for M1 antagonists: effect in parental CHO-K1 cells | ATP-induced calcium, Fluo-8 fluorescence | inhibition, % at 3 µM | actives 0.6% (n = 360,000);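 active = inhibition above a per-plate cutoff, the plate's mean sample inhibition plus 3 SD, cut at about 24% in these data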;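 also: 0% = DMSO plus EC80 ATP and 100% = DMSO alone without ATP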
CHRM4 agonist = CHRM4 agonism in calcium assay; activation, % at 3 µM; AID 624127; CHO-K1 hM4/Gqi5, Fluo-8 calcium fluorescence; vehicle 0%, full acetylcholine response 100%; actives 0.14% (n = 360,000); P08173;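 active = activation above the run mean over all test wells plus 3 SD, cut at about 32% in these data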;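 also: peak over basal fluorescence ratio per well then scaled between controls; 0% = DMSO wells and 100% = acetylcholine at EC100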
CHO-K1 Ca ag = counter-screen for M1 agonists: effect in parental CHO-K1 cells | actives 0.48% (n = 360,000) | Fluo-8 calcium fluorescence; scaled to maximal ATP response, vehicle zero | AID 602248 | activation, % at 3 µM; in the data active = activation above about 15%;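 also: untransfected CHO-K1 host cells lacking M1 receptor as counterscreen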
The depositor's hits bear a star; / = no result given.

1. Cn1nnnc1Sc1ncnc2scc(-c3ccc(Br)cc3)c12
2. Cc1onc(-c2ccccc2)c1-c1ccnc(N)n1
3. Cc1cnn(-c2ccc3nnc(-c4ccc(Br)cc4)n3n2)c1
4. O=C(NCCCn1ccnc1)c1cn(-c2ccccc2)nc1-c1ccccc1
5. COc1ccc(Nc2nc(N)c3ccccc3n2)c(OC)c1
6. Nc1cccc(CCc2nc3ccccc3[nH]2)c1

screen / no.	1	2	3	4	5	6
M4 antag	2	-6	1	-15	-6	14
CHO-K1 Ca antag	2	-9	-1	-9	7	-6
CHRM5 agonist	-11	0	0	0	-2	0
CHRM4 agonist	3	1	1	3	0	1
CHRM5 PAM	-19	-2	-1	1	-3	5
M1 PAM parental	-10	16	12	17	-22	-6
CHRM4 PAM	-5	-7	7	-6	0	16
M5 antag	6	9	-9	-15	5	0
CHO-K1 Ca ag	-0.2	1.3	0.1	1.7	0.5	0.2

Looked up by compound from above, 3 records:
4. O=C(NCCCn1ccnc1)c1cn(-c2ccccc2)nc1-c1ccccc1
6. Nc1cccc(CCc2nc3ccccc3[nH]2)c1
2. Cc1onc(-c2ccccc2)c1-c1ccnc(N)n1

screen / no.	4	6	2
M4 antag	-15	14	-6
CHO-K1 Ca antag	-9	-6	-9
CHRM5 agonist	0	0	0
CHRM4 agonist	3	1	1
CHRM5 PAM	1	5	-2
M1 PAM parental	17	-6	16
CHRM4 PAM	-6	16	-7
M5 antag	-15	0	9
CHO-K1 Ca ag	1.7	0.2	1.3

Additional records
7. O=C(O)CNC(=O)c1ccccc1F
8. CCCCNC(=O)c1nc(-c2ccncc2)oc1-c1ccc(OC(F)(F)F)cc1
9. COCCNC(=O)C1CCCN(C(=O)c2nc3ccccc3s2)CC1 (centres undefined)
10. COC(=O)[C@]12CCCCC=C1N(Cc1ccc3c(c1)OCO3)C(=O)[C@H](CC(=O)N1CCN(C(=O)C3CC3)CC1)C2
11. COc1cc(C(=O)N(Cc2ccccc2)c2cccc(C)c2)ccc1OCC(=O)N1CCOCC1
12. CC(C)(C)OC(=O)C[C@@H]1C/C=C\C[C@H](CC(=O)N(CCO)Cc2ccccc2)C(=O)NC[C@H](c2ccccc2)OC1=O

screen / no.	7	8	9	10	11	12
M4 antag	9	-12	-12	-2	-7	-7
CHO-K1 Ca antag	11	/	-12	/	3	-8
CHRM5 agonist	-1	-1	-1	3	1	-3
CHRM4 agonist	0	5	2	17	1	14
CHRM5 PAM	-4	-1	3	-11	0	-9
M1 PAM parental	-5	/	12	/	-4	-8
CHRM4 PAM	6	2	11	-8	1	3
M5 antag	7	4	-1	17	5	5
CHO-K1 Ca ag	0.0	/	0.7	/	0.1	1.0

13. CCCc1cc(=O)[nH]c(SCc2nc3ccccc3o2)n1
14. CCN1C(=O)c2cccc3c(S(=O)(=O)Nc4ccc(OC)cc4OC)ccc1c23
15. N#Cc1c(-c2cccs2)nc(SCC(=O)c2ccc(Br)cc2)[nH]c1=O
16. CCCOc1ccc(/C(CC)=N/NC(=O)C2(C)CC2(Br)Br)cc1 (centres undefined)
17. COC(=O)c1sc(-c2ccc(C(C)(C)C)cc2)cc1NC(=O)COCC(=O)O
18. CCC(CO)Oc1cc(NCc2cccc(C(F)(F)F)c2)c2ncn(C(C)C)c2c1 (centres undefined)

screen / no.	13	14	15	16	17	18
M4 antag	-10	2	2	-20	20	-17
CHO-K1 Ca antag	-12	11	-13	-12	3	-12
CHRM5 agonist	-1	2	7	-2	2	-4
CHRM4 agonist	3	5	1	0	4	3
CHRM5 PAM	3	-7	7	-4	-3	-3
M1 PAM parental	14	-6	9	16	0	6
CHRM4 PAM	9	8	2	2	-11	8
M5 antag	-7	3	4	-3	3	-1
CHO-K1 Ca ag	0.3	2.0	0.7	0.3	1.6	0.0

One compound at a time (already shown). Order of values: M4 antag | CHO-K1 Ca antag | CHRM5 agonist | CHRM4 agonist | CHRM5 PAM | M1 PAM parental | CHRM4 PAM | M5 antag | CHO-K1 Ca ag
Entry for N#Cc1c(-c2cccs2)nc(SCC(=O)c2ccc(Br)cc2)[nH]c1=O : 2 | -13 | 7 | 1 | 7 | 9 | 2 | 4 | 0.7
Entry for COC(=O)c1sc(-c2ccc(C(C)(C)C)cc2)cc1NC(=O)COCC(=O)O : 20 | 3 | 2 | 4 | -3 | 0 | -11 | 3 | 1.6

Other records:
19. COc1ccc(-c2cc(-c3ccccc3O)[nH]n2)cc1OC
20. O=C(CN1CCN(c2ccc(F)cc2)CC1)N1CCOCC1
21. CC1CCC2(CC1)NC(=O)N(CC(=O)NCCc1c[nH]c3ccccc13)C2=O (centres undefined)
22. Cc1cc2c(cc1C)NC(c1nc3ccccc3[nH]1)C1=C(CC(C)(C)CC1=O)N2 (centres undefined)
23. CSC1=N/C(=C/c2ccc(-n3cncn3)cc2)C(=O)N1
24. Cc1ccc(S(=O)(=O)NCCC(=O)OCC(=O)Nc2cccc(Cl)c2)cc1

screen / no.	19	20	21	22	23	24
M4 antag	12	-4	3	22	9	-13
CHO-K1 Ca antag	25*	-14	-14	18	2	-2
CHRM5 agonist	-1	1	-1	0	5	3
CHRM4 agonist	2	1	0	1	1	13
CHRM5 PAM	-3	0	-2	0	-3	-13
M1 PAM parental	-9	5	11	-2	-15	-16
CHRM4 PAM	-7	8	-6	0	5	-2
M5 antag	2	-1	5	-1	9	14
CHO-K1 Ca ag	0.0	0.4	-0.1	-0.4	0.3	4.9

25. COc1ccc(-c2[nH]ncc2CNC(C)c2cn(C)nc2C)c(F)c1 (centres undefined)
26. Cc1nn(Cc2ccccc2)c(Cl)c1/C=N/NC(=O)c1cccnc1
27. CC1CCCC(NC(=O)NC(=O)CCl)C1C (centres undefined)
28. COc1cc(NC(=O)c2ccc(F)cc2)ccc1NC(=O)c1cc2ccccc2o1
29. O=C(Nc1cccc(NC(=O)c2ccc(Cl)cc2)n1)c1ccc(Cl)cc1
30. Cc1c(C(=O)N2CCOCC2)c(S(=O)(=O)Nc2ccc(F)cc2)c(C)n1C

screen / no.	25	26	27	28	29	30
M4 antag	-12	2	4	3	-8	-9
CHO-K1 Ca antag	-14	-5	-8	-7	-4	-17
CHRM5 agonist	-3	2	1	8	-5	-1
CHRM4 agonist	2	5	1	1	1	1
CHRM5 PAM	9	4	8	-3	1	2
M1 PAM parental	29	7	-2	16	-16	5
CHRM4 PAM	9	18	0	4	20	0
M5 antag	0	7	-10	-9	-5	-4
CHO-K1 Ca ag	0.4	1.0	0.1	1.0	0.0	0.8

3 compounds already listed, arranged by the value under CHRM4 agonist, low to high:
item | mol | M4 antag | CHRM5 agonist | CHRM4 agonist | CHRM5 PAM | CHRM4 PAM | M5 antag
16 | CCCOc1ccc(/C(CC)=N/NC(=O)C2(C)CC2(Br)Br)cc1 (centres undefined) | -20 | -2 | 0 | -4 | 2 | -3
2 | Cc1onc(-c2ccccc2)c1-c1ccnc(N)n1 | -6 | 0 | 1 | -2 | -7 | 9
10 | COC(=O)[C@]12CCCCC=C1N(Cc1ccc3c(c1)OCO3)C(=O)[C@H](CC(=O)N1CCN(C(=O)C3CC3)CC1)C2 | -2 | 3 | 17 | -11 | -8 | 17

The listing continues.
31. CNS(=O)(=O)c1ccc(C(=O)NCC(=O)NC(C)c2cccs2)cc1 (centres undefined)
32. CC1(Oc2cccc(F)c2)CCN(Cc2ccccc2OC(F)F)C1 (centres undefined)
33. NC(=O)c1ccc(NC(=O)COC(=O)C2COc3ccccc3O2)cc1 (centres undefined)
34. COc1ccc(C(C)=O)c(OCC(=O)NCCC2=CCCCC2)c1
35. CCN(C(=O)c1nn(-c2ccc(OC)cc2)c(=O)c2c1c1ccccc1n2C)c1ccc(OC)cc1
36. O=C(c1ccccc1)N1CCN(C2C3CC4CC(C3)CC2C4)CC1 (centres undefined)

screen / no.	31	32	33	34	35	36
M4 antag	-5	-11	3	1	1	8
CHO-K1 Ca antag	-16	-4	-11	5	-7	4
CHRM5 agonist	2	0	5	2	-3	-6
CHRM4 agonist	1	-1	1	9	1	1
CHRM5 PAM	0	-7	6	-5	6	-1
M1 PAM parental	3	8	8	2	22	-1
CHRM4 PAM	11	1	-1	-5	4	-7
M5 antag	-4	10	14	9	1	4
CHO-K1 Ca ag	0.3	0.0	0.8	4.3	0.5	0.2

37. O=C(CCN1c2ccccc2Sc2ccccc21)OCC(=O)N1CCN(C(=O)c2ccco2)CC1
38. CC1=NN(S(=O)(=O)c2ccc(F)cc2)C(=O)c2ccccc2O1
39. COc1ccc(NC(=O)N2CCCC2)cc1OC
40. CN(CC(=O)NCC1CCCCC1)S(=O)(=O)c1ccc(F)cc1
41. CCCCC(CC)CO (centres undefined)
42. Cc1cc(C)cc(CC(=O)N2CCC2(C)C(=O)NS(=O)(=O)c2cc(C)ccc2F)c1 (centres undefined)

screen / no.	37	38	39	40	41	42
M4 antag	-2	6	-4	10	-13	-1
CHO-K1 Ca antag	-10	-8	0	-17	-9	-1
CHRM5 agonist	-6	-3	-1	-2	3	1
CHRM4 agonist	9	1	0	1	1	0
CHRM5 PAM	-9	1	0	2	0	-2
M1 PAM parental	10	9	18	14	24	1
CHRM4 PAM	-1	1	4	-10	14	5
M5 antag	13	-2	12	12	5	3
CHO-K1 Ca ag	1.7	-0.5	0.1	1.4	0.3	0.3

Some of these compounds in order of SMILES length, largest number first.
40. CN(CC(=O)NCC1CCCCC1)S(=O)(=O)c1ccc(F)cc1
39. COc1ccc(NC(=O)N2CCCC2)cc1OC
41. CCCCC(CC)CO (centres undefined)

screen / no.	40	39	41
M4 antag	10	-4	-13
CHO-K1 Ca antag	-17	0	-9
CHRM5 agonist	-2	-1	3
CHRM4 agonist	1	0	1
CHRM5 PAM	2	0	0
M1 PAM parental	14	18	24
CHRM4 PAM	-10	4	14
M5 antag	12	12	5
CHO-K1 Ca ag	1.4	0.1	0.3

Carrying on.
43. Cc1occc(=O)c1OCc1c(Cl)cccc1Cl
44. COC(=O)C1=C(C)N(Cc2ccco2)C(=O)/C1=C\c1ccc(N(C)C)cc1
45. CCC(NC(=S)NCc1ccc(F)cc1)c1ccccc1 (centres undefined)
46. Cc1ccc(NS(=O)(=O)c2cccc(C(=O)O)c2)cc1S(=O)(=O)N1CCOCC1
47. COc1ccc2c(c1)CCO[C@]21O[C@H](CCO)C[C@H](O)[C@H]1O
48. COc1ccc(CCNC(=O)CCNC(=O)c2ccc(Br)cc2)cc1OC

screen / no.	43	44	45	46	47	48
M4 antag	3	-9	-10	-5	-17	-3
CHO-K1 Ca antag	2	-5	1	8	-7	1
CHRM5 agonist	-4	-1	0	1	1	1
CHRM4 agonist	1	0	10	1	0	1
CHRM5 PAM	1	6	-5	-2	0	-1
M1 PAM parental	-3	24	-23	-11	11	12
CHRM4 PAM	-2	7	10	6	5	-1
M5 antag	7	-9	-5	-4	-4	8
CHO-K1 Ca ag	0.0	0.4	1.2	-0.1	0.5	0.1

Compound activity as filed in PubChem BioAssay.
